E coli WT exp = E. coli BW25113 growth inhibition, expanded screen; AID 710; growth inhibition, % at 100 µM; hit rate 0.15% among 98,000; OD600 absorbance;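 active means growth inhibition above about 50% at one test dose, limit read from the data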;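 further: growth measured after 20 h incubation at 37 °C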
F-actin modifier = cytoskeleton assembly modification; HUVEC TNFa F-actin phalloidin imaging, high content; inhibition, % at 2 µM; hit rate 0.18% among 91,000;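 active means inhibition above the batch mean plus 3 SD and confirmed as a hit by visual image inspection, cut at about 30% in these data, passing the limit was not always enough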; further: strong numbers were not always called active
HUVEC tox IL1B = HUVEC cytotoxicity counter-screen, IL-1B stimulated; HUVEC cell count loss, Hoechst imaging; hit rate 0.41% among 94,000; AID 845; cell count reduction, % at 2 µM;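 active means cell count reduction more than 3 SD above the screen-wide mean, cut at about 70% in these data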;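 further: normalized per plate to untreated control cells as the no-loss baseline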
Plk1 PBD FP = inhibitors of human Plk1 polo box domain binding | Plk1 PBD phosphopeptide binding, fluorescence polarization | hit rate 0.13% among 97,000 | inhibition, %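 (tested at about 20 µM)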 | AID 693; in the data active means inhibition above about 34%, passing the limit was not always enough
DAT uptake mod = human DAT dopamine uptake with cocaine, either direction | hit rate 1.3% among 110,000 | Q01959 | B-score at 10 µM | AID 449768 | LLC-PK1 hDAT cells, [14C]-dopamine uptake with cocaine IC80; actives deviate in either direction;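 active means Z score or B-score, a plate-position-corrected score, falls beyond the plate's 99.7% confidence bounds, in either direction; inactive means both scores lie inside the 99.7% bounds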;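 further: scored against the spread of the other compound wells on the same plate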
Target sequence (Q01959 whole entry, looked up): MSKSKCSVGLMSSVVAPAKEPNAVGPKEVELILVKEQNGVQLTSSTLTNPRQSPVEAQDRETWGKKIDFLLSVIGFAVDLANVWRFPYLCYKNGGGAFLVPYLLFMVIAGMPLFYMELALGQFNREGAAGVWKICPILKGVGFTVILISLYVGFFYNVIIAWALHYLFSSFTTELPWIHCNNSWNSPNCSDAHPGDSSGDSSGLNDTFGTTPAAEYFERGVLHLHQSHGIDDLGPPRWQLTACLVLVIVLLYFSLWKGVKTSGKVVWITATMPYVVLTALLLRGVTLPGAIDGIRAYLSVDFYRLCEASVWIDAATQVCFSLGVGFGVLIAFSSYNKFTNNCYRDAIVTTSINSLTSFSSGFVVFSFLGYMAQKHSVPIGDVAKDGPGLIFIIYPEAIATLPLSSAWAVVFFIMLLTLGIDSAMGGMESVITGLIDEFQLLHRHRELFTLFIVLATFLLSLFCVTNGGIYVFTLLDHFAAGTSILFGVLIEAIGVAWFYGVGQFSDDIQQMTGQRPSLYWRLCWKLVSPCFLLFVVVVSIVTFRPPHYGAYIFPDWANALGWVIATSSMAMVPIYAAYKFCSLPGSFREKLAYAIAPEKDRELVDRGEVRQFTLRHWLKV
HUVEC tox TNFa = HUVEC cytotoxicity counter-screen, TNF alpha stimulated | cell count reduction, % at 2 µM | HUVEC TNFalpha-stimulated, Hoechst cell count, imaging | hit rate 0.17% among 93,000 | AID 848;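 active means cell count reduction exceeding the screen mean by over 5 SD, scaled to untreated wells per plate, cut at about 78% in these data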;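 further: cells counted after 24 h of TNF alpha exposure following the 1 h pretreatment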
VCAM1 TNFa inh = reduces TNF alpha induced VCAM1 expression in HUVEC; HUVEC TNFa-induced VCAM-1 immunofluorescence, high-content imaging; inhibition, % at 2 µM; hit rate 0.48% among 95,000; AID 802;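 active means inhibition above the batch mean plus 3 SD, with images confirmed as a hit by eye, cut at about 37% in these data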;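 further: 0% = TNF-stimulated DMSO wells and 100% = unstimulated control wells; not every result past the cut was called active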
PLK1 kinase inh = PLK1 (human) kinase inhibition; P53350; inhibition, % at 10 µM; hit rate 0.53% among 97,000; recombinant PLK1 kinase, TR-FRET peptide phosphorylation;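 active means inhibition of 50% or more in the single-concentration screen; inactive means inhibition below 50%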;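 further: 0% = DMSO max control and 100% = H-89 dihydrochloride min control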
sEH inh = soluble epoxide hydrolase (human) inhibition; P34913; recombinant human sEH enzymatic activity assay; inhibition, % at 2 µM; hit rate 0.34% among 91,000; AID 707; in the data active means inhibition above about 80%; further: values of inactives mirror those of a sister screen read the other way; many of its hits are not listed in these tables
* marks the source's active call; other numbers are inactive results; . = not tested or not shown.

Second line of a record – E coli WT exp, sEH inh, VCAM1 TNFa inh, HUVEC tox TNFa, DAT uptake mod, PLK1 kinase inh, F-actin modifier, HUVEC tox IL1B, Plk1 PBD FP
Cn1c(=O)c2cc(S(=O)(=O)NCCC(=O)NCCc3ccc(Cl)cc3)ccc2n(C)c1=O
 : 0.0, 17.7, ., ., -0.838, -6.5, ., ., -9.6
COC(=O)CSC1=C(C#N)C(=O)NC(c2ccccc2)S1 (stereo unspecified)
 : 3.0, 9.3, -6.3, 1.6, 0.744, -7.3, -5.7, -0.7, 3.9
CCn1cc(C(=O)N2CCCCC2)c(=O)c2cc(S(=O)(=O)N3CCC(C)CC3)ccc21
 : 0.0, 7.9, 8.2, -29.3, -0.793, 50.1*, -26.9, 3.1, -4.6
O=C(CSc1nc2ccc(Cl)cc2[nH]1)c1ccc2c(c1)OCO2
 : 5.0, 18.0, 19.1, -6.5, -0.138, 3.1, 7.7, -10.4, -18.8
O=C(Nc1cc2c(cc1Cl)OCCCO2)c1ccccc1
 : -8.0, -7.6, -4.7, -12.1, -0.296, -11.7, 9.0, -9.4, 2.1
Cc1c(NC(=O)CN2C(=O)c3ccccc3C2=O)c(=O)n(-c2ccccc2)n1C
 : 0.0, -1.2, -2.2, -13.5, -0.699, -10.2, -8.4, -34.9, 5.5
CC(C)OCCCNC(=O)c1sc(=S)n(C)c1N
 : 0.0, 9.7, -21.5, -1.6, 0.816, -5.6, -6.6, -20.5, 3.5
CCOC(=O)N1CCN(C(c2cccc(OC)c2)c2sc3nc(C)nn3c2O)CC1 (stereo unspecified)
 : -1.0, 8.8, 3.5, 6.3, 0.239, -13.5, -0.9, 6.6, 3.6
Cc1ccc(-c2nc(CCN3C(=O)c4ccccc4C3=O)cs2)cc1
 : 26.0, -11.1, -12.3, -1.8, 2.82, -14.8, 2.9, 30.7, 5.9
COC(=O)CSc1n[nH]c(-c2ccncc2)n1
 : 1.0, 5.5, 12.0, -6.2, -0.0254, -3.3, -19.3, -14.3, -0.9
CN(C(=O)c1ccno1)c1nnc(-c2cnccn2)s1
 : 8.0, -14.8, 0.4, -11.5, 0.706, -10.3, -6.9, -25.5, 24.5
Cc1ccnc(SCCn2c(N3CCN(Cc4ccccc4)CC3)nc3c2c(=O)[nH]c(=O)n3C)n1
 : 7.0, -8.1, 1.1, -7.3, 0.916, 6.6, 1.9, -43.5, -0.6
Cc1sc(NC(=O)CSc2nnc(COc3ccc(Cl)cc3)n2C)c(C#N)c1C
 : -4.0, 1.8, -5.2, -2.0, -0.146, -7.4, -3.6, -0.6, -6.6
CNS(=O)(=O)c1cccc(C(=O)OCC(=O)NCc2ccccc2)c1
 : -9.0, 2.3, -16.3, -15.2, 0.177, 0.9, 17.2, -4.2, -29.8
CCCCC(=O)Nc1ccc(NC(=O)c2cccnc2)cn1
 : -11.0, -7.0, 19.5, -10.2, 0.251, -7.8, 21.3, -3.9, 13.4
Cn1cnnc1SCC(=O)NCCc1ccccc1
 : 4.0, 0.0, 4.8, -38.2, -1.09, 5.6, 18.3, 10.4, -23.0
CSc1ccccc1C(=O)NCCc1ccc(S(=O)(=O)N2CCCCC2)cc1
 : -3.0, 1.7, 5.6, -9.3, 1.62, -5.3, -2.7, 12.2, 6.6
CCCCn1nc2cc(C(=O)NCc3cc(C(F)(F)F)cc(C(F)(F)F)c3)ccc2c1OC
 : 3.0, 10.9, 4.4, -3.1, 0.262, -9.9, 14.3, 9.7, -11.2
COc1ccc(NC(=O)COC(=O)C23CCC(=O)N2c2ccccc2S3)cc1 (stereo unspecified)
 : 1.0, 14.3, -5.0, -18.6, -0.995, -2.0, 1.4, -1.5, -6.5
Cc1ccc2oc3c(c(=O)c2c1)C(c1cccc(Br)c1)N(Cc1ccco1)C3=O (stereo unspecified)
 : -4.0, 5.5, 4.5, -15.8, 0.4, -10.7, -21.3, -37.7, 15.9
CC(C)(C)n1ncc2c(=O)n(CC(=O)Nc3ccc4c(c3)OCO4)cnc21
 : 5.0, -1.2, -16.0, -25.3, 0.2, -6.5, 73.5, 21.2, 3.4
Cc1cccc2cc(CN(CC3CCCO3)C(=O)c3cnccn3)c(=O)[nH]c12 (stereo unspecified)
 : -5.0, -2.2, -11.6, -44.8, 0.661, -11.5, 35.8, -12.2, -2.4
CC1CC(=O)C2=C(C1)OC(N)=C(C#N)C2c1coc2ccccc2c1=O (stereo unspecified)
 : -1.0, -12.4, -15.1, -4.0, -0.0577, -15.1, -21.7, 1.2, 2.1
Cc1cc(C)c2c(n1)nn1c(NCCCN3CCOCC3)cc(C)nc21
 : ., 14.4, 1.3, -17.2, ., -0.3, 17.6, -17.2, -13.3
COc1ccccc1NC(=O)C(CC=C(Cl)Cl)C(C)=O (stereo unspecified)
 : 3.0, -8.8, 5.5, -20.9, 0.936, -3.9, -27.7, 6.2, 7.7
O=C(COc1ccc(Cl)cc1)NCc1nnc(SCC(=O)NC2CCCC2)o1
 : 7.0, 2.6, -0.7, 6.4, 0.453, 16.2, -7.0, 1.0, -17.4
O=C(Cc1ccc(-n2c(=S)[nH]c3ccccc3c2=O)cc1)N1CCC(N2CCCCC2)CC1
 : -6.0, -3.9, -9.1, 0.0, -0.966, -10.0, 6.7, 11.5, 4.4
COc1ccc2c(C)nc(Nc3nc(C)cc(C)n3)nc2c1
 : -1.0, 6.9, 43.0, 10.2, 0.503, -7.7, -8.8, 5.2, -24.6
Cc1nnsc1S(=O)(=O)Cc1ccccc1Cl
 : -6.0, 4.8, 1.2, -13.2, 0.447, -4.4, -8.8, 0.8, 3.9
CCOn1c(=O)c(=O)n(OCc2ccccc2)c2ccccc21
 : -1.0, -13.2, 8.1, 2.7, 0.238, -10.0, -17.7, 8.9, 8.1

Four entries from above, comma-delimited.
smiles,E coli WT exp,sEH inh,VCAM1 TNFa inh,HUVEC tox TNFa,DAT uptake mod,PLK1 kinase inh,F-actin modifier,HUVEC tox IL1B,Plk1 PBD FP
CCOC(=O)N1CCN(C(c2cccc(OC)c2)c2sc3nc(C)nn3c2O)CC1 (stereo unspecified),-1.0,8.8,3.5,6.3,0.239,-13.5,-0.9,6.6,3.6
Cc1ccc(-c2nc(CCN3C(=O)c4ccccc4C3=O)cs2)cc1,26.0,-11.1,-12.3,-1.8,2.82,-14.8,2.9,30.7,5.9
COC(=O)CSc1n[nH]c(-c2ccncc2)n1,1.0,5.5,12.0,-6.2,-0.0254,-3.3,-19.3,-14.3,-0.9
CN(C(=O)c1ccno1)c1nnc(-c2cnccn2)s1,8.0,-14.8,0.4,-11.5,0.706,-10.3,-6.9,-25.5,24.5

Next records follow:
Second line of a record – E coli WT exp, sEH inh, VCAM1 TNFa inh, HUVEC tox TNFa, DAT uptake mod, PLK1 kinase inh, F-actin modifier, HUVEC tox IL1B, Plk1 PBD FP
CCOC(=O)N1CCN(C(=O)CSc2nnc(-c3cccs3)o2)CC1
 : 8.0, -11.0, 18.5, -34.8, 0.106, 14.8, 6.3, 0.3, -1.8
CC(=O)N1C(C(=O)O)CSC1c1ccc(C)cc1 (stereo unspecified)
 : 1.0, 5.9, 7.8, 31.0, 0.0396, -8.1, 0.3, 4.3, 7.1
Cc1cccc(C)c1NC(=O)c1ccc(-n2cncn2)nc1
 : 2.0, 18.6, 3.4, -13.5, 0.0412, -8.1, 40.2, -29.7, -13.1
CCn1cc(C(=O)O)c(=O)c2cc(F)c(N3CCN(C(=O)Nc4ccccc4)CC3)cc21
 : 94.0*, 6.1, ., ., -0.333, 3.3, ., -4.8, 10.4
CCOc1cc(/C=N/NC(N)=O)ccc1OC(=O)c1ccc(C)cc1
 : -12.0, -12.9, -3.4, 8.0, ., -11.5, 16.2, 11.2, -16.6
O=C(NC(Cc1c[nH]c2ccccc12)c1nnc2n1CCCCC2)c1ccccc1Cl (stereo unspecified)
 : 0.0, -7.4, -4.2, 8.6, 2.01, -2.5, -9.9, 14.9, -1.6
COc1cc2c(cc1NC(=O)CSc1nnc(Cc3cccs3)n1C)oc1ccccc12
 : -4.0, 2.6, 25.6, -1.3, 2.15, -8.4, -11.5, -34.7, -9.8
Cc1ccc(S(=O)(=O)Nc2ccc3ncccc3c2)cc1
 : 5.0, ., 9.0, -33.6, 0.411, -7.4, -16.6, -27.7, -12.1
CCc1ccc(/C(C)=N/Nc2cc(Cl)nc(C)n2)cc1
 : -1.0, 0.1, -6.5, -3.7, 0.162, -6.6, -3.3, 15.0, 3.6
OC(COCCC12CC3CC(CC(C3)C1)C2)CN1CCCCC1 (stereo unspecified)
 : 3.0, -13.1, -0.9, -6.3, -0.657, -1.3, 8.7, -0.8, -18.3
Cc1cc(C(=O)OCC(=O)Nc2ccc(F)cc2)c(C)o1
 : 12.0, 10.8, 8.9, -5.1, -0.706, -6.5, 17.3, -57.7, 2.3
O=C(Nc1cccc2ccccc12)N1CCN(c2ccccc2)CC1
 : -3.0, 18.2, 4.7, -13.5, -1.66, -17.6, 0.0, 0.0, 19.3
CC1=C(OC(=O)c2ccc(Br)cc2)C(C)(C)C(c2ccccc2)OC1=O (stereo unspecified)
 : -7.0, 40.4, -5.3, -4.9, 0.341, -5.3, -20.1, -19.2, -5.8
CCOC(=O)C1=C(c2ccccc2)OC(N)=C(C#N)C1C1CCCCC1 (stereo unspecified)
 : -8.0, 1.7, 11.4, -22.6, -1.65*, -5.9, 2.4, -125.6, -13.2
COc1ccc2cc(S(=O)(=O)N3CCOCC3)ccc2c1
 : 4.0, -19.1, 22.5, -10.6, ., -1.4, 8.7, 0.5, 3.3
Cc1cc(NC(=O)C(=O)NCCN2CCN(C(=O)c3cccs3)CC2)ccc1Br
 : ., 5.8, -0.9, -27.6, 1.14, -3.0, 34.4*, 4.8, 3.5
O=c1cc(CSc2nnc(COc3ccc(Cl)cc3)o2)c2ccccc2[nH]1
 : -2.0, 3.5, 18.5, -25.6, -0.375, -9.7, -1.5, -30.6, 20.9
O=C1c2ccccc2-c2nnc(-c3ccccc3)cc21
 : -4.0, 4.0, 9.3, 12.1, -0.18, -3.0, -3.6, -27.0, 22.1
Cc1nc(=O)c(-c2ccccc2)c(C)n1-c1ccccc1C(=O)O
 : -6.0, 10.0, 2.5, 7.4, -0.15, -6.0, -31.9, 0.0, -2.0
COc1ccc(/C=N/NC(=O)c2cccc(Br)c2)cc1Cn1cc(Cl)cn1
 : -5.0, 66.7, -9.3, 12.7, 0.0409, -2.5, -6.5, 10.7, -15.7
COc1ccccc1CNC(=O)CN(C)CC(=O)Nc1cccc(F)c1
 : 6.0, -6.0, 2.0, -15.9, 0.146, -3.4, 4.2, 16.1, -13.9
Cc1ccc[n+](CC(=O)c2cc3ccccc3oc2=O)c1
 : -4.0, -12.0, 9.7, -15.7, -0.0106, -9.0, 6.4, 13.4, 14.3
CCc1ccccc1NC(=O)N1C2CCCC1CC(NC(C)=O)C2 (stereo unspecified)
 : 5.0, 5.3, 0.2, 4.8, -1.14, -1.0, 16.3, 2.0, 2.0
CCN(CCCNC(=O)CCNC(=O)Cn1cnc2ccccc2c1=O)c1cccc(C)c1
 : -5.0, ., 16.5, 19.3, 0.115, -8.4, 27.9, 21.4, 10.2
COc1ccc(-c2cc(=O)oc3cc(OC(C)C(=O)O)ccc23)cc1 (stereo unspecified)
 : 3.0, -8.1, -13.1, -9.2, -0.19, -5.4, 6.5, ., 3.9
Brc1ccc(-c2cn3ccccc3n2)s1
 : 9.0, 0.4, 0.8, -5.3, 0.0593, -10.6, -3.1, 16.0, -20.9
COC(=O)c1ccc(NC(=O)CN2CCN(c3ccccc3C)CC2)cc1
 : ., 8.5, 2.6, -4.9, 0.0896, 7.0, 2.9, 10.6, 9.7
Cc1occc1C(=O)NCc1ccccc1F
 : 12.0, -3.1, -2.0, -17.1, 0.163, -9.1, 3.5, 36.0, -25.2
Cc1c(C#N)c(NC(=O)c2cccc(Cl)c2)n(Cc2ccccc2)c1C
 : -14.0, 12.8, -6.4, -3.0, -0.0519, -1.9, 1.0, -18.1, -33.9
Cc1nn(CC(=O)NCCCN2CCOCC2)c(C)c1[N+](=O)[O-]
 : 1.0, 2.7, 5.9, -12.7, 1.25, -3.3, -12.5, -24.2, -19.6
O=C(O)CCCc1nc(-c2ccccc2)no1
 : 5.0, -2.1, 16.5, -11.5, 0.0581, -4.5, 13.9, 17.8, -14.7

This is a random part of the collection, and some 3.4% of all compounds hit somewhere here.
